CCT modulator: changes cytosolic chaperonin activity; purified chaperonin ATPase assay, HTRF ADP detection, 30 min; activity change, % (test concentration not listed), hits read low; 360,000 tested, 0.3% active; in the data active = activity change below about -30%; note: % is set by controls: 0 for no effect and ±100 for the full control effect
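TRiC at 40 or 20 nM final (batch-dependent) in 30 mM Tris pH 7.4, 100 mM KCl, 5 mM MgCl2, 1 mM DTT, with compound at single 76 uM and 10 uM ATP, 30 min at 37 deg C. ADP detected by HTRF Transcreener, 665/615 ratio.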
D3 antag: antagonists of human D3 dopamine receptor | P35462 | D3R cells, DiscoveRx beta-arrestin luminescence, antagonist mode; hits give low values | max response, negative = inhibition, % | 360,000 tested, 2.5% active; in the data active = max response below about -50%; inconclusive = no clear call, values can overlap the other calls; note: % is set by controls: 0 for no effect and ±100 for the full control effect; mostly tested at two doses, the higher about 12 µM
Target sequence (P35462 whole entry, looked up): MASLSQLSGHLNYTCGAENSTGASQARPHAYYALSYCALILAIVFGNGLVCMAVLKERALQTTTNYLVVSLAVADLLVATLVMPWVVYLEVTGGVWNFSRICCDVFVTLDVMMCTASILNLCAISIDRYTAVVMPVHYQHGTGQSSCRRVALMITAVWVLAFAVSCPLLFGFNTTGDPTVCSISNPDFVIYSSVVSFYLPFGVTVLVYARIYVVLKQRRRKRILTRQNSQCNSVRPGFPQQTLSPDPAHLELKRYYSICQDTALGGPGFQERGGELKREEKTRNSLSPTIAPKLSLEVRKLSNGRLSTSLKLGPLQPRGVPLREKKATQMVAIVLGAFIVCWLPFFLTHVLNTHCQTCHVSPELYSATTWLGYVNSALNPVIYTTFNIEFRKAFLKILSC
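Cells expressing the human receptor were seeded at 1500 cells/well, incubated overnight at 37 degrees C in 5% CO2, then exposed to library compounds with dopamine controls for 90 minutes at 37 degrees C before luminescent detection.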
D3 ag: D3 dopamine receptor (human) agonism. P35462. D3R DiscoveRx beta-arrestin cells, luminescence, 90 min. max activation, %. 410,000 tested, 0.58% active. AID 652048; in the data active = max activation above about 30%; note: 0% is about no effect; mostly tested at two doses, the higher about 12 µM
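Agonist-mode cell screen: cells plated at 1500/well and incubated overnight at 37 °C, then exposed to library compounds for 90 min at 37 °C. Detection reagent was added for 30–60 min at room temperature, and luminescence was read.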
PTHR1 ag: agonists of human PTHR1 parathyroid hormone receptor | Q03431 | Potency, µM (doses to about 115 µM), for the others: at the highest dose activation, hits mostly activators | 410,000 tested, 0.075% active | AID 743266 | HEK293 GP2 PTHR1 cells, GloSensor cAMP luminescence, 1 h; note: potency is the fitted concentration of half-maximal effect; nearly all actives have a fitted effect of over 55% in size; some results filed as inactive show a strong effect at the top dose; inactives centre near -15; many of its hits are not listed in these tables
Target sequence (Q03431 whole entry, looked up): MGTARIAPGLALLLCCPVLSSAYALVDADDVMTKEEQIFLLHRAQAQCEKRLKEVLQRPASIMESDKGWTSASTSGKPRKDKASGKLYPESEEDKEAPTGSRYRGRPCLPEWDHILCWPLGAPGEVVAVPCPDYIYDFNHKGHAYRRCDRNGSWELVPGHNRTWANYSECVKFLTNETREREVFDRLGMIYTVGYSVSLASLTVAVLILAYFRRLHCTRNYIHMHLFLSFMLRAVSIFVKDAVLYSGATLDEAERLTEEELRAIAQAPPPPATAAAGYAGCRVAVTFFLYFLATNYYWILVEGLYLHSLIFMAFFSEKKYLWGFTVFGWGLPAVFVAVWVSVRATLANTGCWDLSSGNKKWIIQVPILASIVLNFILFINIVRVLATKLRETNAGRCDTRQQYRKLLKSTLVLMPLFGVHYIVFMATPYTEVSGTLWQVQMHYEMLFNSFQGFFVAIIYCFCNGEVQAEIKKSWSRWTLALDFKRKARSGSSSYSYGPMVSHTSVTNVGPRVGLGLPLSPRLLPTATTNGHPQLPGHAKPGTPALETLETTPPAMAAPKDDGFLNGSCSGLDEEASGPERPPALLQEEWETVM
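HEK-293-derived GP2 cells expressing PTHR1 and a GloSensor cAMP reporter, 3,000/well, plated overnight, given luciferin plus IBMX (each 0.5 mM as added) for 1 h at 37 °C, then compound for 1 h at 37 °C. Luminescence was read after 15 min at room temperature.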
MmCpn inh: inhibitors of Methanococcus maripaludis chaperonin (MmCpn); Potency, µM (highest dose often 76.9 µM), without a hit: at the highest dose activity, negative = inhibition, most hits filed as inhibitors; purified Mm-Cpn ATPase, ADP Transcreener TR-FRET; 330,000 tested, 0.031% active; note: potency is the fitted concentration of half-maximal effect; % is set by controls: 0 for no effect and ±100 for the full control effect; nearly all actives have a fitted effect of over 80% in size
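Eu-cryptate anti-ADP/ADP-d2 competition gives a ratio inversely related to ADP. Enzyme at 25 nM was pre-exposed to compound for 10 min, then given 10 uM ATP for 30 min, 37°C throughout.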
EPAC2 antag: antagonists of human EPAC2; Q8WZA2; EPAC2 GEF exchange of Rap1B-BODIPY-GDP, fluorescence; Potency, µM (highest dose often 114 µM), for inactives: at the highest dose activity, negative = inhibition, actives largely listed as inhibitors; 360,000 tested, 0.18% active; note: potency is the fitted concentration of half-maximal effect; % is set by controls: 0 for no effect and ±100 for the full control effect; nearly all actives have a fitted effect of over 45% in size; many of its hits are not listed in these tables
Akt phos inh: blocks phosphorylation of Akt | activity change, % for hits at 50 µM | Neuro2A IGF-stimulated pAkt S473 HTRF, 20 min; hits give low values | AID 651550 | 360,000 tested, 0.32% active; in the data active = activity change below about -80%; inconclusive = mostly about -51% to -80%; note: % is set by controls: 0 for no effect and ±100 for the full control effect
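Single-point screen (50 µM final compound) in Neuro2A cells stimulated 20 min with 6 nM IGF at 37 deg C. After lysis, Ser473-phosphorylated Akt read by HTRF (ex 330 nm, em 615/665 nm) as the 665/615 ratio.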
EPAC2 agonist: EPAC2 (human) agonism; EPAC2 activation, biochemical qHTS; response scale: 100% = 6.5 mM cAMP response; 360,000 tested, 0.079% active; Potency, µM (titrated, usually from 154 µM), without a hit: at the highest dose activation, most hits filed as activators; AID 720711; note: potency is the fitted concentration of half-maximal effect; nearly all actives have a fitted effect of over 50% in size
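Compounds were titrated in qHTS against a Rap1B-BODIPY-GDP (250 nM) complex with EPAC2 (100 nM) and GDP (50 uM). BODIPY-GDP release tracked at 480/540 nm over 30 min at room temperature, normalized to 6.5 mM cAMP.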
* = called active by the depositor; i = inactive; ? = inconclusive; . = no result given; [ ] = remark or other dose. Unless noted, calls come from the whole dose curve; as a rule, active = well fitted curve in the direction sought with a large enough effect; inconclusive = small, poorly fitted or top-dose-only effect, or another doubt; inactive = no such curve, though single readings can be large; an effect the other way counts as inactive or inconclusive. This is a subset; rates above refer to the full screens.

Each structure is followed by: CCT modulator	D3 antag	D3 ag	PTHR1 ag	MmCpn inh	EPAC2 antag	Akt phos inh	EPAC2 agonist
1) COc1ccccc1NC(=O)NC1(C(=O)NCC2CCCO2)CCCCC1 (configuration not stated)
    -1.3	5.8	-0.7	-15.9%	-2.2%	0.8%	i	-0.7%
2) O=C(CN(Cc1ccc(F)cc1)C(=O)C1CSC(=O)C1)NC1CCCCC1 (configuration not stated)
    -1.9	-18.5	4.4	-8.1%[57.5 µM]	2.0%	4.4%	i	3.5%
3) CN(Cc1ccccc1)Cc1ccccc1F
    1.7	-76.7*	-4.4	i	0.9%	-5.3%[57.1 µM]	i	5.9%
4) CCc1ccc(-c2csc(NC(=O)C3CC(=O)N(c4ccc5c(c4)OCCO5)C3)n2)cc1 (configuration not stated)
    0.5	4.3	-1.3	-30.4%[inhibitor]	-2.0%	-12.9%	i	7.4%
5) Cc1noc(NS(=O)(=O)c2ccc(NC(=O)CCC3CCCC3)cc2)c1C
    -1.0	16.6	-1.3	-0.3%[57.5 µM]	-1.5%	12.0%	i	-0.1%
6) NC1=NC[C@@H](Cc2ccc(O)cc2)N1CCC12CC3CC(CC(C3)C1)C2
    -2.4	?	-18.5	-25.5%	.	-7.6%	i	0.3%
7) COc1cccc(NC(=O)CCN2CCN(c3ccccc3F)CC2)c1
    -1.3	?	39.3*	i	-5.5%	-1.1%	i	4.4%
8) Cc1cc(C(=O)CN2CCCC2)c(C)n1-c1ccc(Cl)cc1
    -6.8	-6.7	0.3	-23.3%	-0.3%	9.7%	i	-7.1%
9) Cc1noc(C)c1COc1ccc(C(=O)OCC(N)=O)cc1
    -5.1	5.3	1.3	-15.0%	-1.0%	12.0%	i	0.5%
10) Cc1cc(C(=O)CSc2nc3ccccc3c(=O)[nH]2)c(C)n1CC1CCCO1 (configuration not stated)
    -0.3	3.2	6.0	-40.1%[inhibitor]	1.3%	-1.8%	i	-3.8%
11) CCC(C)NC(=O)C1CCCN(S(=O)(=O)c2ccc(-n3cnnn3)cc2)C1 (configuration not stated)
    -1.5	10.6	-14.1	i	-2.4%	9.0%	i	-9.0%
12) CCOc1ccc(N/C(SC)=C(/C#N)C(N)=O)cc1
    -3.1	-53.3*	0.5	i	-0.7%	1.3%	i	-12.9%
13) O=C(Cc1cscn1)c1ccc(O)cc1O
    -2.5	34.7	-7.3	-11.8%	0.1%	5.7%	i	8.0%
14) O=C(Nc1ccccc1)N1CCSc2cc(Cl)ccc21
    -2.8	4.3	1.6	i	-1.7%	9.6%	i	-0.6%
15) CCCc1nc2sc3c(c2c(=O)n1N)CCC3
    -2.1	35.0	0.5	-2.7%[57.5 µM]	-4.6%	2.3%[57.1 µM]	i	-19.4%
16) Cc1ccc(NC2=C(Cl)C(=O)c3ccccc3C2=O)cc1
    -1.0	?	-1.6	-94.2%[inhibitor]	-3.0%	11.6%	i	-15.2%
17) Cc1cccc(NC(=O)Cc2c(F)cccc2Cl)n1
    1.0	-15.6	-11.9	-14.0%	0.7%	-11.1%	i	4.8%
18) CCOc1cc(/C=C2/SC(=S)N(Cc3ccccc3)C2=O)ccc1O
    -1.0	?	-9.5	-30.3%[inhibitor]	0.7%	-0.8%	i	11.3%
19) CCOc1ccc(C2=C/C(=C/c3cccnc3)C(=O)O2)cc1
    -1.7	-4.1	-2.5	i	-0.6%	5.0%	i	-11.8%
20) O=C(CSc1nc(-c2ccc(F)cc2)cc(C(F)(F)F)n1)NCc1ccco1
    1.5	-2.0	-17.8	i	1.0%	-1.5%	i	-2.5%
21) N#CC(C(=O)c1ccccc1)=C1SCCS1
    -0.3	8.4	-15.9	5.9%	-0.4%	-1.3%	i	3.8%
22) Oc1c(Cl)cc(Cl)cc1CNn1cnnc1
    1.3	?	-7.4	-43.3%[inhibitor]	-2.7%	-4.5%	i	3.4%
23) COc1ccccc1-c1nnc2sc(-c3cnccn3)nn12
    -2.4	-3.6	-1.6	-8.4%[57.5 µM]	1.1%	-5.5%	i	0.6%
24) O=C(N/N=C/c1cccc([N+](=O)[O-])c1)c1ccc(Br)cc1
    0.9	-22.9	-24.7	i	-1.0%	-4.2%	i	4.4%
25) Cc1noc(C)c1CN1C(=O)NC2(CCCCCCC2)C1=O
    -0.2	16.6	1.1	i	-0.6%	5.9%	i	3.1%
26) CCC(=O)n1nc(-c2ccc(Cl)cc2)nc1N
    -5.4	-3.3	-0.4	-11.8%	0.1%	4.1%	i	8.1%
27) Cc1ccccc1-c1nc(CN2CCC(C(=O)NCCCN3CCCC(C)C3)CC2)c(C)o1 (configuration not stated)
    -0.2	-15.0	-7.4	i	1.9%	2.3%	i	0.8%
28) CCCCn1cnc2c(oc3ccccc32)c1=O
    -2.0	-0.8	0.5	-1.6%	-0.5%	-4.1%	i	4.5%
29) O=C(Nc1ccc(C(=O)N2CCOCC2)cc1)Nc1cccc(C(F)(F)F)c1
    -1.3	1.4	-10.6	-36.0%[inhibitor]	.	-0.7%	i	-12.1%
30) CON(C)C(=O)CC(CN(Cc1ccccc1)C(=O)OC(C)(C)C)c1ccc(Cl)cc1 (configuration not stated)
    -0.9	?	0.0	i	-2.8%	-25.8%	i	3.9%

Reprinted from the part before: 2 entries, then new ones.
Each structure is followed by: CCT modulator	D3 antag	D3 ag	PTHR1 ag	MmCpn inh	EPAC2 antag	Akt phos inh	EPAC2 agonist
29) O=C(Nc1ccc(C(=O)N2CCOCC2)cc1)Nc1cccc(C(F)(F)F)c1
    -1.3	1.4	-10.6	-36.0%[inhibitor]	.	-0.7%	i	-12.1%
30) CON(C)C(=O)CC(CN(Cc1ccccc1)C(=O)OC(C)(C)C)c1ccc(Cl)cc1 (configuration not stated)
    -0.9	?	0.0	i	-2.8%	-25.8%	i	3.9%
31) CCOC(=O)NC(c1ccc(C(C)C)cc1)C(Cl)(Cl)Cl (configuration not stated)
    -1.3	4.0	-10.0	i	0.2%	16.9%	i	19.7%
32) COc1cc2ccccc2cc1C(=O)NCc1ccncc1
    -1.2	4.1	-4.0	-8.3%	-0.2%	4.9%	i	9.0%
33) CC1(C)Cc2c(cnn2-c2ccccc2)C(NC(=O)CCc2ccncc2)C1 (configuration not stated)
    -1.3	15.4	3.3	i	-0.5%	-2.5%	i	1.1%
34) O=c1o[nH]c(-c2ccccc2)c1-c1ccccc1
    0.7	-16.4	3.4	-8.3%	.	-11.0%	i	1.0%
35) CCS(=O)(=O)N1CCC(C(=O)Nc2cccc(F)c2)CC1
    -53.8*	0.1	0.6	i	-2.3%	5.2%	i	4.2%
36) CCOc1ccccc1Nc1nnc(SCC(=O)Nc2cc(C)on2)s1
    -2.8	6.4	-9.7	-9.4%[57.5 µM]	-3.5%	8.7%	i	-7.9%
37) COc1ccc2nc(NC(=O)c3ccccc3-c3ccccc3C(=O)O)sc2c1
    -1.5	5.1	1.8	-20.8%	-0.9%	4.5%	i	6.1%
38) O=C(CCCN1C(=O)S/C(=C/c2ccccc2)C1=S)Nc1ccc(C(=O)O)cc1
    -0.9	-25.0	4.1	-4.6%	0.6%	0.5%	i	-0.3%
39) O=[N+]([O-])c1cccnc1SCc1ccccc1
    1.7	-18.1	9.9	-13.0%	0.2%	4.6%	i	-1.3%
40) CCOc1ccc(CCNC(=O)COC(=O)c2[nH]c(C)c(C(C)=O)c2C)cc1OCC
    -2.8	-0.6	0.0	-31.3%[inhibitor]	.	1.6%	i	-3.5%
41) CCOC(=O)C1CCCN(C(=O)c2ccc(Cl)c(S(=O)(=O)N3CCCCC3)c2)C1 (configuration not stated)
    -1.3	11.1	6.4	-28.3%	-0.3%	0.1%	i	7.5%
42) CC(NC(=O)Cn1nc(-c2ccccc2)c2ccccc2c1=O)c1ccccc1 (configuration not stated)
    -1.2	-16.8	-0.1	i	-1.0%	-8.3%	i	10.4%
43) COC(=O)c1sc(NC(=O)c2c(-c3ccccc3)noc2C)nc1C
    -0.9	-7.8	4.1	i	-2.6%	-11.6%	i	6.5%
44) CC1(c2ccc(OCC#N)cc2)C=C(c2ccc(OCC#N)cc2)n2nc(C(F)(F)F)nc2N1 (configuration not stated)
    -1.7	?	-19.4	-74.6%[inhibitor]	0.8%	-6.9%	i	0.0%
45) CN1CCN(CC(O)Cn2c3ccccc3c3ccccc32)CC1 (configuration not stated)
    -3.1	-22.5	-3.2	i	-0.9%	1.8%	i	?
46) CCCc1nc2ccccc2c(=O)n1-c1c(C)n(C)n(-c2ccccc2)c1=O
    -2.0	9.4	4.5	i	-0.2%	3.7%	i	-1.6%
47) COc1cccc(/C=N/Nc2nc3ccccc3n3cnnc23)c1
    0.9	18.5	3.9	i	1.1%	17.4%	i	3.7%
48) CCCN(CCC)CC(=O)Nc1cccc2c1OCO2
    -0.8	-9.2	4.6	i	0.9%	-5.6%	i	3.9%
49) C[C@@H]1CN([C@H](C)CO)C(=O)CCCn2cc(nn2)CO[C@H]1CN(C)C(=O)Nc1cccc(C(F)(F)F)c1
    -1.7	27.5	5.9	-23.8%	.	-19.8%	i	6.7%
50) Cc1ccc(F)c(NC(=O)C2CCCCC2C(=O)O)c1 (configuration not stated)
    2.1	11.8	0.4	-17.6%[57.5 µM]	0.1%	-1.8%	i	6.5%
51) COc1ccc(C(CNC(=O)Cc2ccccc2Cl)N2CCCCC2)cc1 (configuration not stated)
    0.7	-86.3*	-28.2	?	0.9%	10.7%	i	-10.4%
52) O=S1(=O)CC(N2CCN(CCO)CC2)CN1Cc1ccccc1 (configuration not stated)
    -1.6	-13.1	1.3	-17.9%	.	6.8%	i	6.4%
53) CC(C)(C)Nc1c([N+](=O)[O-])c(=O)sc2ccccc12
    0.8	-10.4	13.2	-23.0%	-0.8%	-4.2%	i	-0.3%
54) CCCCn1c(N)c(N(Cc2ccccc2OC)C(=O)CCSC)c(=O)[nH]c1=O
    -1.7	10.3	2.6	i	-1.8%	3.0%	i	1.3%
55) O=C(Nc1ccc(N2CCN(Cc3ccccc3Cl)CC2)cc1)c1cccnc1
    2.0	-4.5	-9.3	-6.2%[57.5 µM]	-1.0%	13.9%	i	-3.5%
